Screens from PubChem BioAssay.
FXN GAA850 act: FXN promoter activators, primary screen, cell-based, luciferase luminescence, HEK293 lucGAA850; HEK293 lucGAA850 FXN promoter luciferase reporter, 24 h; percent of 10 µM SAHA response; AID 540364, 2011; actives 0.56% (n = 360,000); activation, % at 6 µM;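 active means activation above the average of all compounds screened plus 3 SD, cutoff fixed separately per campaign, cut at about 7.5% in these data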;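 further: 0% = DMSO wells and 100% = 10 µM SAHA wells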
ASAP1 inh: inhibitors of human ASAP1 ArfGAP activity, primary screen, biochemical, fluorescence polarization; inhibition, % at 16.5 µM; actives 0.19% (n = 360,000); ASAP1-stimulated ARF1 GTP hydrolysis, GDP FP detection; in the data active means inhibition above about 25%;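 further: 0% = vehicle with enzyme and substrate and 100% = no enzyme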
GC-B act: human GC-B receptor activators, primary screen, HEK293 GC-B cells, cGMP TR-FRET, EC30 CNP | 0% at EC30 CNP, 100% saturating CNP | Atrial natriuretic peptide receptor 2 (Homo sapiens), P20594 | activation, % at 10 µM | actives 0.11% (n = 370,000);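 active means activation at 10 µM reaching about 35% in either raw or pattern-adjusted values, limit read from the data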
rCAG RNA binder: binders of r(CAG) RNA repeats, primary screen, biochemical, fluorescence | AID 651821, 2012 | actives 1.3% (n = 370,000) | r(CAG) RNA repeat, TO-PRO-1 dye displacement fluorescence | inhibition, % at 3 µM;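 active means inhibition above the plate cutoff, the mean of all test compounds on that plate plus 3 SD, cut at about 35% in these data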;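 further: 0% = DMSO alone and 100% = 100 µM mitoxantrone as full dye displacement; higher means more dye released from RNA so lower well fluorescence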
NPR1 activator: GC-A stimulated cGMP production enhancers – HEK293 GC-A cells, cGMP TR-FRET, EC30 ANP, primary screen; Atrial natriuretic peptide receptor 1 (Homo sapiens), P16066; 0% at EC30 ANP, 100% saturating ANP; activation, % at 10 µM; actives 0.14% (n = 370,000); AID 1671463, 2021; in the data active means activation above about 40%
ADAM10 inh: human ADAM10 inhibitors, primary screen, biochemical, QFRET, HTS | recombinant ADAM10, EDANS/DABCYL FRET peptide cleavage, 3 h | actives 0.62% (n = 370,000) | Disintegrin and metalloproteinase domain-containing protein 10 (Homo sapiens), O14672 | inhibition, % at 7 µM;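 active means inhibition above a per-campaign cutoff equal to the mean of compounds falling between control-based bounds plus 3 SD, cut at about 20% in these data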;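 further: 0% = DMSO wells while the 100% control is not disclosed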
sPLA2-III inh: human group III sPLA2 inhibitors, primary screen, biochemical, QFRET, BODIPY PC-A2 liposome substrate; Group 3 secretory phospholipase A2 (Homo sapiens), Q9NZ20; QFRET BODIPY PC-A2 liposome hydrolysis, fluorescence; inhibition, % at 12.2 µM; actives 0.56% (n = 370,000); AID 743126, 2013;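 active means inhibition above mean plus 3 SD of compounds lying within the high and low control bounds, cut at about 19% in these data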;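 further: 0% = median of test compound wells and 100% = no enzyme DMSO wells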
DDE Tn6 FP inh: inhibitors of Tn6 peptide binding to fibrin DD(E), primary screen, biochemical, fluorescence polarization, human fibrin, Tn6 probe | Fibrin DD(E) TRITC-Tn6 fluorescence polarization displacement | Fibrinogen beta chain (Homo sapiens), P02675 | inhibition, % at 8.3 µM | actives 0.21% (n = 370,000);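 active means inhibition above a per-campaign cutoff: mean of compounds within control limits plus 3 SD, cut at about 15% in these data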;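 further: 0% = median of all compound wells on the plate and 100% = blocking peptide control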
Target sequence (P02675 whole entry, looked up): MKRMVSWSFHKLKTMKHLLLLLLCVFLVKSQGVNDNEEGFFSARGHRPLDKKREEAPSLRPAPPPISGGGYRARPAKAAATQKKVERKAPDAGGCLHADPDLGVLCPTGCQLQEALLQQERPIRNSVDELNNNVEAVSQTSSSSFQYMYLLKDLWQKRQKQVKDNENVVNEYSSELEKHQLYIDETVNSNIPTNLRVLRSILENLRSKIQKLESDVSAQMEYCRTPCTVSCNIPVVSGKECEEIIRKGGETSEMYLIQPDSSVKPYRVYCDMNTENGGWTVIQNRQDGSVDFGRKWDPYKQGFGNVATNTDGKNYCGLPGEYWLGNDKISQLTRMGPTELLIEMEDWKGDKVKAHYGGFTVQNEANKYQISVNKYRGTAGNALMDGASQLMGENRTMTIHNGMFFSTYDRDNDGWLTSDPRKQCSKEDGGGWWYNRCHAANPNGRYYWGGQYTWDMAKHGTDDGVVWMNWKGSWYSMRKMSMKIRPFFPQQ
KLK7 zymogen act: proKLK7 zymogen activators, primary screen, biochemical, fluorescence intensity | Kallikrein-7 (Homo sapiens), P49862 | purified proKLK7, EDANS-DABCYL substrate fluorescence; 100% is mature enzyme control, 0% vehicle | activation, % at 7 µM | actives 0.9% (n = 370,000) | AID 652039, 2013;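 active means activation above the mean of all tested compounds plus 3 SD, computed per campaign excluding outliers beyond control limits, cut at about 13% in these data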
Target sequence (P49862 whole entry, looked up): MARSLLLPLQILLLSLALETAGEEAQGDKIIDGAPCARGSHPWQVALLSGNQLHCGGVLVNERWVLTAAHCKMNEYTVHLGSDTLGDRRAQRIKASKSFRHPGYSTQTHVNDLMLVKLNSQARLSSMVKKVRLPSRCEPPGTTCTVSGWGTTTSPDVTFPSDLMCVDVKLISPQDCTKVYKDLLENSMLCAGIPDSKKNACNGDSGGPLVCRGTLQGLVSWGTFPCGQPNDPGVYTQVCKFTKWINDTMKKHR
ARFGAP1 inhibitor: inhibitors of rat ARFGAP1 GAP activity, primary screen, biochemical, fluorescence polarization, GDP tracer; actives 0.26% (n = 360,000); ADP-ribosylation factor GTPase-activating protein 1 (Rattus norvegicus), Q62848; Arfgap1-stimulated ARF1 GTP hydrolysis, GDP FP detection; AID 651572, 2012; inhibition, % at 16.5 µM;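 active means inhibition above a per-plate limit, mean inhibition of low control wells plus 3 SD, cut at about 25% in these data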;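 further: 0% = DMSO wells with enzyme and 100% = wells lacking Arfgap1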
Target sequence (Q62848 1-136 limits assumed): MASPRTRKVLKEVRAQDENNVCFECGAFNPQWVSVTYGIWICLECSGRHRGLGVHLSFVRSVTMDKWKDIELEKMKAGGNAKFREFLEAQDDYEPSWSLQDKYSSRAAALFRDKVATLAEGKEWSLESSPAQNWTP
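System: truncated rat Arfgap1 GAP domain / Benchmarks: high control wells lacking Arfgap1, low control full reaction with DMSO / Times: compound-enzyme preincubation 20 min, reaction 120 min, detection 60 min, 25 °C / Repeats: one replicate per compound / Also added: human ARF1(Δ1-17)-GTP substrate / Measured by: Tracer-displacement fluorescence polarization with EDTA stop, 620/688 nm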
* marks the source's active call; other numbers are inactive results; i = inactive; . = no result given. An unsorted share of the library; 4.5% or so of the library scored in one or more.

1) COc1ccc(NC(=O)c2cc(-c3ccccc3)oc2C)cc1
2) COc1ccc(Nc2ncnc3scc(-c4ccc(OC)cc4)c23)cc1
3) O=C(CN1C(=O)NC2(CCc3ccccc32)C1=O)c1c[nH]c2ccccc12 (stereo not given)
4) COc1ccc(/C=N\NC(=O)c2cc(O)c(O)c(O)c2)cc1CN1CCN(c2ccc(F)cc2)CC1
5) Nc1nc(N)c2c(n1)CN(Cc1ccc(Cl)cc1)C2
6) Cn1cnnc1SCC(=O)NCc1ccccc1
7) Cc1ccc(-c2noc(CN(C(=O)CCCCCN3C(=O)c4ccccc4C3=O)C(C)C)n2)cc1
8) CC(C)(C)C(=O)NC(NC(=O)C(C)(C)C)c1ccc([N+](=O)[O-])cc1
9) COc1ccc(CN(C)CC(=O)Nc2cccc(S(N)(=O)=O)c2)c(OC)c1OC
10) C[C@@H]1CN([C@H](C)CO)C(=O)CCCn2cc(nn2)CO[C@H]1CN(C)S(=O)(=O)c1ccc(Cl)cc1

Screen / compound no.	1	2	3	4	5	6	7	8	9	10
FXN GAA850 act	1.8	-3.8	2.1	4.3	1.2	-0.5	0.2	-1.1	3.7	.
ASAP1 inh	-1	-16	-3	8	-8	9	-2	5	-9	-4
GC-B act	1	-5	13	4	1	7	1	-1	5	0
rCAG RNA binder	2	0	13	41*	7	-3	-2	-2	-3	0
NPR1 activator	6	-5	2	1	5	5	-2	4	-7	1
ADAM10 inh	8	4	-4	11	-84	0	3	-5	0	-14
sPLA2-III inh	-17	11	-7	15	13	-2	-34	6	8	1
DDE Tn6 FP inh	7	3	-2	-6	4	-3	6	-2	3	-2
KLK7 zymogen act	0.4	-0.9	-0.5	0.8	-22	0.2	0.8	0.5	0.6	-0.1
ARFGAP1 inhibitor	-5	-5	19	8	10	-2	10	6	-8	-8

11) O=C(COc1ccccc1C(=O)c1cnn(-c2ccccc2)c1)Nc1ccc2ccccc2c1
12) COc1nc(Nc2ccccc2F)nc(OC)n1
13) Cc1c(Cl)cnc(NC(=O)COC(=O)[C@H](C)NC(=O)c2ccccc2)c1Cl
14) Cc1nn(-c2ccccc2)c(-n2cccc2)c1C(=O)O
15) CN(CC(=O)Nc1cccc(F)c1)C(=O)CSc1ccccc1F
16) CCOC(=O)C1=C(O)/C(=C/c2cc(OC)c(OC)c(OC)c2)SC1=Nc1ccc(OC)cc1
17) CN(CCC#N)C(=O)COC(=O)c1cccnc1Nc1ccccc1F
18) O=S(=O)(O)c1cnccc1Nc1cccc(C(F)(F)F)c1
19) Cc1ccc(/C=N/N2CCN(Cc3ccccc3)CC2)s1
20) COCCn1c(N)c(Sc2ccccc2)c(=O)[nH]c1=O

Screen / compound no.	11	12	13	14	15	16	17	18	19	20
FXN GAA850 act	7.2	5.5	2.0	-1.1	1.2	9.6*	1.0	2.2	3.9	-2.2
ASAP1 inh	-13	-7	-5	-6	-20	-7	2	6	5	3
GC-B act	-5	2	3	4	11	6	-2	3	-2	1
rCAG RNA binder	11	-3	6	-1	3	7	-1	1	-6	0
NPR1 activator	0	0	-1	5	0	6	4	-1	3	6
ADAM10 inh	10	1	-23	-4	3	-2	-1	2	8	2
sPLA2-III inh	4	0	-1	9	-7	-7	2	-6	5	9
DDE Tn6 FP inh	-8	-3	4	-4	-6	-6	13	4	12	-6
KLK7 zymogen act	0.1	-0.3	0.3	0.2	-0.3	-0.2	-1.1	0.3	0.5	-0.3
ARFGAP1 inhibitor	6	5	11	-1	3	8	11	-5	-1	1

21) COc1ccc(NC(=O)CNc2ccc(OC)c(S(=O)(=O)N3CCOCC3)c2)cc1
22) Cc1nn(CC#N)c(=O)n1-c1ccc(F)cc1
23) COc1ccc(/C=C/C(=O)c2cc(Br)ccc2O)cc1OC
24) CC1(C)CSC(=S)N1S(=O)(=O)c1ccccc1
25) COc1cccc(CNC(=O)Cc2c(C(=O)O)[nH]c3ccccc23)c1
26) CC(=O)N1c2ccc(S(=O)(=O)NCC3CCC(C(=O)Nc4cccc(C)n4)CC3)cc2CC1C (stereo not given)
27) Cc1c(C(=O)OCC(C)(C)CN(C)C)oc2ccccc12
28) CC(C)(C)OC(=O)N(CCc1ccccc1)Cc1ccccc1OCc1ccc(NC(=O)C2CCC2)cc1
29) CCCCc1cc(=O)oc2c(CN(C)C)c(O)c(Cl)cc12
30) CCN(CCn1cccn1)Cc1cn[nH]c1-c1cccc2ccccc12

Screen / compound no.	21	22	23	24	25	26	27	28	29	30
FXN GAA850 act	1.6	-0.6	1.1	0.4	0.1	-3.7	3.5	-5.4	0.1	-0.5
ASAP1 inh	10	-15	15	0	5	-2	1	0	-3	13
GC-B act	0	-1	-4	-1	4	1	-5	6	-2	-8
rCAG RNA binder	4	2	-1	-2	2	-2	-5	15	4	-2
NPR1 activator	-1	0	-1	6	2	1	-1	-5	8	-7
ADAM10 inh	-4	5	7	-2	-6	-2	1	-3	i	-6
sPLA2-III inh	1	-2	6	2	3	-7	3	-9	3	-9
DDE Tn6 FP inh	2	1	-1	3	-5	1	4	2	-6	3
KLK7 zymogen act	0.3	-0.1	0.2	-0.4	0.1	-0.5	0.3	0.2	67*	-0.2
ARFGAP1 inhibitor	6	0	8	-1	-5	10	10	13	0	3

Fetched by compound from the entries so far:
16) CCOC(=O)C1=C(O)/C(=C/c2cc(OC)c(OC)c(OC)c2)SC1=Nc1ccc(OC)cc1
18) O=S(=O)(O)c1cnccc1Nc1cccc(C(F)(F)F)c1
9) COc1ccc(CN(C)CC(=O)Nc2cccc(S(N)(=O)=O)c2)c(OC)c1OC

Screen / compound no.	16	18	9
FXN GAA850 act	9.6*	2.2	3.7
ASAP1 inh	-7	6	-9
GC-B act	6	3	5
rCAG RNA binder	7	1	-3
NPR1 activator	6	-1	-7
ADAM10 inh	-2	2	0
sPLA2-III inh	-7	-6	8
DDE Tn6 FP inh	-6	4	3
KLK7 zymogen act	-0.2	0.3	0.6
ARFGAP1 inhibitor	8	-5	-8

Next section.
31) COc1ccc(CN2CCN(C(=O)Cn3nc(C)n4cccc4c3=O)CC2)c(OC)c1OC
32) O=C(NCc1ccc(F)cc1)c1cc(S(=O)(=O)N2CCCCC2)c[nH]1
33) CCc1cccc2c(C(=O)COC(=O)[C@@H]3CC(O)CN3S(=O)(=O)c3ccccc3[N+](=O)[O-])c[nH]c12 (stereo not given in full)
34) COc1ccc(NC(=O)CN(C)C(=O)c2ccc(NS(=O)(=O)c3ccc4[nH]c(=O)[nH]c4c3)cc2)cc1
35) Cc1ccccc1NC(=O)CCCCCN1C(=O)[C@@H]2Cc3ccccc3CN2C1=O
36) COc1ccc([C@@H]2CC(=O)c3c(O)cc(O[C@@H]4O[C@H](CO[C@@H]5O[C@@H](C)[C@H](O)[C@@H](O)[C@H]5O)[C@@H](O)[C@H](O)[C@H]4O)cc3O2)cc1O
37) Cc1cccc(-c2cccc(NC(=O)C3CCCN(C(=O)c4csc(C)n4)C3)c2)c1 (stereo not given)
38) Cn1cccc1/C=C(\C#N)C(N)=S
39) CN(C)S(=O)(=O)c1ccc(C(=O)NCC[N+]2(C)CCCCCC2)o1
40) CSc1ccc(/C=C/C(=O)OCC(=O)N2CCN(S(=O)(=O)c3ccc(C)cc3C)CC2)cc1
41) COc1ccc(NC(=S)N2CCC3CC2c2cc(-c4ccc5c(c4)OCO5)ccc23)c(OC)c1 (stereo not given)
42) Cc1ccccc1NC(=O)c1cc2ccccc2o1
43) COc1ccc(S(=O)(=O)NN(C)c2ncc(C(F)(F)F)cc2Cl)cc1

Screen / compound no.	31	32	33	34	35	36	37	38	39	40	41	42	43
FXN GAA850 act	-1.4	1.2	-4.0	-0.3	0.2	-2.2	-6.0	0.6	1.6	1.9	.	5.6	0.1
ASAP1 inh	10	10	-10	-8	-14	1	10	-9	-7	-6	2	-1	5
GC-B act	7	0	11	0	-1	1	2	2	3	1	2	-1	-1
rCAG RNA binder	-8	-1	8	5	-5	9	-2	-1	0	3	12	-2	-5
NPR1 activator	6	0	3	4	-1	0	11	4	2	1	-2	0	3
ADAM10 inh	-17	-11	0	-10	3	8	8	-7	-10	-52	-15	-4	-8
sPLA2-III inh	6	-1	-60	1	-1	-2	-31	8	7	-2	12	0	9
DDE Tn6 FP inh	-3	-3	6	4	-9	-5	-6	3	-4	0	3	11	0
KLK7 zymogen act	0.5	-0.3	0.1	-0.1	-0.1	-0.5	0.8	-0.3	-0.3	-3.2	-0.6	-0.1	-0.6
ARFGAP1 inhibitor	-14	10	1	18	3	-1	8	0	8	-2	8	-1	3

As entered above:
Entry for compound 39 in ASAP1 inh: -7
Entry for compound 42 in rCAG RNA binder: -2
Entry for compound 40 in GC-B act: 1
Entry for compound 33 in KLK7 zymogen act: 0.1
